aSyn yeast inh: alpha-synuclein toxicity inhibition in yeast. Yeast expressing alpha-synuclein, growth rescue, BacTiter-Glo, 24 h. Potency, µM (doses to about 46.1 µM), without a hit: at the highest dose growth rescue (activation), usual class: activators. 0.14% of 370,000 active. AID 652106; further: potency means the concentration at half of the fitted maximal effect; % of control where 0% means no effect; nearly all actives have a fitted effect of over 65% in size
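Rescue of yeast growth: cells expressing toxic alpha-synuclein, induced in galactose at OD600 0.02, incubated with compound 24 h at 30 C. ATP luminescence quantified growth; inhibitors of toxicity appear as activators.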
WRN helicase inh: WRN helicase (human) inhibition; AID 651768; 0.46% of 360,000 active; Potency, µM (titrated, usually from 114 µM), inactives show at the top dose activity change, negative = inhibition, hits mostly inhibitors; WRN helicase unwinding, fluorescent forked duplex, kinetic; Q14191; further: potency means the concentration at half of the fitted maximal effect; on the % scale 0 is the no-effect control and ±100 the full control effect; nearly all actives have a fitted effect of over 55% in size
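Enzyme (20 nM final) and test compound sit together 15 min at room temperature before substrate addition. Substrate is a single-forked duplex oligonucleotide (100 nM) labelled with fluorophore and quencher, with 2 mM ATP; helicase unwinding raises red fluorescence, read kinetically.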
EPAC1 antag: blocks human EPAC1 exchange factor | O95398 | EPAC1 GEF assay, Rap1b-BODIPY-GDP exchange fluorescence | Potency, µM (top dose mostly 115 µM), without a hit: at the highest dose activity change, negative = inhibition, most hits filed as inhibitors | 0.14% of 360,000 active | AID 720709;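 further: potency means the concentration at half of the fitted maximal effect; plate controls were vehicle for no effect and positive control for full effect; nearly all actives have a fitted effect of over 50% in size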
IL2 activator: activators of IL-2 | IL-2 activation reporter assay, cell-based qHTS; stimulated with anti-CD3/CD4/CD28 beads; in transgenic mouse T cells | AID 652025 | 0.065% of 360,000 active | activation, % (series mostly up to about 46 µM); in the data active means activation above about 50%; inconclusive means mostly about 30% to 49%; further: 0% is about no effect
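Using fluorescent plate cytometry, EGFP and DsRed are detected in transgenic mouse T cells stimulated 18 h at 37 degrees C with antibody-coated beads after 60 min compound pretreatment.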
Abeta rescue: compounds reversing amyloid beta toxicity in yeast | AID 1347071 | Potency, µM (highest dose often 46.1 µM), without a hit: at the highest dose growth rescue, usual class: activators | 0.063% of 410,000 active | yeast expressing A-beta42, growth rescue, OD600, 48 h; response scale: 0% DMSO, 100% iron-clioquinol control; further: potency means the concentration at half of the fitted maximal effect; nearly all actives have a fitted effect of over 55% in size
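Growth rescue measured by 600 nm absorbance after 48 h yeast culture at 30 C with compound. Values normalized between DMSO and an equimolar ferric chloride plus clioquinol control.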
PI5P4Ka inh: inhibitors of human PI5P4K alpha | AID 652105 | max response, % | 1.2% of 330,000 active | PI5P4Kalpha enzyme, ADP-Glo luminescence, 60 min; active compounds read low | P48426; active means max response of -50% or lower; inconclusive means between -30% and -50%; inactive means -30% or higher; further: value at the top dose of about 77 µM; on the % scale 0 is the no-effect control and ±100 the full control effect
Target sequence (P48426 whole entry, looked up): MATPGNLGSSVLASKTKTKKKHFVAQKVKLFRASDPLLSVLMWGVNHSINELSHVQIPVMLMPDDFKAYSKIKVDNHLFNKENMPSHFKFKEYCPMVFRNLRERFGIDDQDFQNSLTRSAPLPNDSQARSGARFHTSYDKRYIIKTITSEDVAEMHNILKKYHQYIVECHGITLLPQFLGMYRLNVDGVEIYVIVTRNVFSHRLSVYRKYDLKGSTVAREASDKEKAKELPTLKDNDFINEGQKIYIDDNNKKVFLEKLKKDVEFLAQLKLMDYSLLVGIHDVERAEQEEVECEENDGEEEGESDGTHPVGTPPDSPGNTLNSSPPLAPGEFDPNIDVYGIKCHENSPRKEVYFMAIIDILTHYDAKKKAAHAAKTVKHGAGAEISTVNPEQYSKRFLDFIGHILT
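Controls without substrate or without enzyme flank wells where PI5P4Kalpha converts substrate using 5 microM ATP (final). Incubation lasts 60 minutes at room temperature; ADP formed is read by ADP-Glo luminescence.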
EPAC1 ag: EPAC1 (human) agonism; O95398; EPAC1 agonist qHTS, biochemical assay; response scale: 100% = response to 6.5 mM cAMP; Potency, µM (top dose mostly 154 µM), inactives show top-dose activation, hits mostly activators; 0.073% of 360,000 active; AID 720707; further: potency means the concentration at half of the fitted maximal effect; nearly all actives have a fitted effect of over 60% in size
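EPAC1 100 nM, Rap1B–BODIPY-GDP 250 nM, unlabeled GDP 50 uM; compound titration; 5 min RT; kinetic read ex480/em540 at 5-min intervals ×30 min; data normalized to 6.5 mM cAMP agonist control.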
FUS suppressor: suppressors of FUS proteinopathy in yeast; S. cerevisiae FUS-expressing, growth rescue, OD600, 24 h; Potency, µM (doses to about 76.6 µM), for the others: top-dose growth rescue (activation), actives largely listed as activators; 0.24% of 390,000 active; AID 1347120;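 further: potency means the concentration at half of the fitted maximal effect; plate controls were DMSO vehicle for no effect and reference control for full effect; nearly all actives have a fitted effect of over 55% in size; some results filed as inactive show a strong effect at the top dose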
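Galactose (2%) drives FUS expression in yeast precultured in raffinose; seeding density OD 0.005. Test compounds incubated 24hr at 30C and 99% humidity before absorbance at 600 nm was measured.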
PLK1 PBD inh: blocks phosphopeptide binding to human PLK1 polo-box domain; P53350; Plk1 PBD binding of FITC phosphopeptide, fluorescence polarization; Potency, µM, for inactives: max response, negative = inhibition, hits mostly inhibitors; 2.8% of 360,000 active; AID 720504; further: potency means the concentration at half of the fitted maximal effect; series mostly up to about 57 µM; on the % scale 0 is the no-effect control and ±100 the full control effect; nearly all actives have a fitted effect of over 65% in size
Target sequence (P53350 whole entry, looked up, the tested form may be a part): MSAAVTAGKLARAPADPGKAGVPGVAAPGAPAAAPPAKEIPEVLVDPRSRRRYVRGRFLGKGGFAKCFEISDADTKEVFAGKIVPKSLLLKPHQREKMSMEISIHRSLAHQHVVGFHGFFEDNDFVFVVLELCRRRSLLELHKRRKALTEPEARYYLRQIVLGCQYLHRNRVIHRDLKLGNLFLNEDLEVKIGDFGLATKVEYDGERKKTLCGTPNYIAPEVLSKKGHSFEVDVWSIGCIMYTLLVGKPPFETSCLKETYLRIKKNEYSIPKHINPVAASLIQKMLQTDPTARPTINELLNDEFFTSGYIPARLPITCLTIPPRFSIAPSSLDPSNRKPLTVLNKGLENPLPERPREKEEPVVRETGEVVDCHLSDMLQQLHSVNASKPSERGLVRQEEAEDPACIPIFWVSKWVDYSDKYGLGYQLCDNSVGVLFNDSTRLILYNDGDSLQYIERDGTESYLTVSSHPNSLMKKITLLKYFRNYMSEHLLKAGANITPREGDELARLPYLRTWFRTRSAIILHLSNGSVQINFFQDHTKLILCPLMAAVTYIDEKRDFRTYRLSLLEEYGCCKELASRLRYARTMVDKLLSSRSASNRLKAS
The depositor's hits bear a star; ? = inconclusive; / = not tested or not shown; [ ] = dose if it differs, or a comment. Unless noted, the call rests on the fitted dose curve; in most records, active means well fitted curve in the direction sought with a large enough effect; inconclusive means small, poorly fitted or top-dose-only effect, or another doubt; inactive means no such curve, though single readings can be large; an effect the other way counts as inactive or inconclusive.

Start of the data: the first six entries, ahead of the listing:
1: C=CCNC(=O)Cc1c(OC)ccc2cc(Br)ccc12
2: Cc1cc(-c2nnc(CCC(=O)N(CC3CC3)CC3CCCO3)o2)no1 (stereo not given)
3: CCC(C)C1NC(=S)N(C2CCCCC2)C1=O (stereo not given)
4: COC(=O)[C@@]12C[C@@H](CC(=O)NCc3cccs3)C(=O)N(Cc3ccc4c(c3)OCO4)C1=CCC(C)(C)C2
5: CCOC(=O)/C(C#N)=C/c1ccc(SC)cc1
6: O=C1c2ccccc2NC(c2ccncc2)N1c1ccccn1 (stereo not given)

entry no.	1	2	3	4	5	6
aSyn yeast inh	0%	-3%	2%	3%	1%	4%
WRN helicase inh	0%	-7%	-4%	-14%	-32%[57.1 µM]	-2%
EPAC1 antag	9%	14%	6%	-7%	9%	-8%
IL2 activator	-0.1	5.7	-2.0	-0.3	2.0	0.7
Abeta rescue	20%	-2%	4%	8%	-12%	5%
PI5P4Ka inh	9	1	/	1	0	11
EPAC1 ag	5%	2%	6%	3%	11%	1%
FUS suppressor	9%	7%	0%	?	1%	24%
PLK1 PBD inh	-5%	-4%	-8%	-3%	-4%	-3%

This part in full, from the start:
1: C=CCNC(=O)Cc1c(OC)ccc2cc(Br)ccc12
2: Cc1cc(-c2nnc(CCC(=O)N(CC3CC3)CC3CCCO3)o2)no1 (stereo not given)
3: CCC(C)C1NC(=S)N(C2CCCCC2)C1=O (stereo not given)
4: COC(=O)[C@@]12C[C@@H](CC(=O)NCc3cccs3)C(=O)N(Cc3ccc4c(c3)OCO4)C1=CCC(C)(C)C2
5: CCOC(=O)/C(C#N)=C/c1ccc(SC)cc1
6: O=C1c2ccccc2NC(c2ccncc2)N1c1ccccn1 (stereo not given)
7: CN(Cc1ccccc1)C(=O)CCC(=O)N(C)Cc1ccccc1
8: Cn1nc(C(=O)OCC(=O)c2ccccc2)c2ccccc2c1=O

entry no.	1	2	3	4	5	6	7	8
aSyn yeast inh	0%	-3%	2%	3%	1%	4%	-4%	18%
WRN helicase inh	0%	-7%	-4%	-14%	-32%[57.1 µM]	-2%	-9%	9%
EPAC1 antag	9%	14%	6%	-7%	9%	-8%	0%	9%
IL2 activator	-0.1	5.7	-2.0	-0.3	2.0	0.7	-0.4	0.3
Abeta rescue	20%	-2%	4%	8%	-12%	5%	-14%	-11%
PI5P4Ka inh	9	1	/	1	0	11	2	4
EPAC1 ag	5%	2%	6%	3%	11%	1%	17%	0%
FUS suppressor	9%	7%	0%	?	1%	24%	-15%	/
PLK1 PBD inh	-5%	-4%	-8%	-3%	-4%	-3%	-3%	2%

9: CC(C)(C)C(=O)Nc1cccc(-c2ccc[nH]2)n1
10: O=C(Nc1nc2cc3c(cc2s1)OCCO3)c1ccc([N+](=O)[O-])o1
11: C[C@H](NC(=O)c1nc[nH]c1C(=O)N1CCNCC1)C(=O)OCc1ccccc1
12: CN1C(=O)NC(NC(=O)c2ccncc2)(C(F)(F)F)C1=O (stereo not given)
13: COc1ccc(Cl)cc1CC=NNC(=O)c1ccncc1
14: O=C(Nc1ccc(OCC(=O)N2CCOCC2)cc1)Nc1cccc(Cl)c1
15: COc1ccc(S(=O)(=O)N2c3ccccc3OCC2C(C)(C)C)cc1 (stereo not given)
16: O=C1Cc2ccccc2C(=O)N1c1ccc(F)cc1Cl

entry no.	9	10	11	12	13	14	15	16
aSyn yeast inh	-11%	-1%	4%	8%	-2%	4%	-8%	-5%
WRN helicase inh	-4%	1%	13%	0%	-8%	-6%	7%	-13%
EPAC1 antag	6%	-19%	4%	-2%	-9%	0%	-7%	-3%
IL2 activator	1.5	-3.2	0.5	-1.8	-1.7	0.0	-2.2	-3.4
Abeta rescue	3%	-7%	-13%	9%	4%	-4%	-4%	-5%
PI5P4Ka inh	11	-1	1	2	-3	4	-9	?
EPAC1 ag	-3%	10%	-7%	8%	0%	4%	-2%	-6%
FUS suppressor	/	-17%	-29%	39%	/	4%	-2%	39%
PLK1 PBD inh	0%	-9%	-1%	-3%	-1%	2%	-16%	-22%

Down the list, quoted from above:
FUS suppressor, entries 9–16, in order: /, -17%, -29%, 39%, /, 4%, -2%, 39%
Abeta rescue, entries 9–16, in order: 3%, -7%, -13%, 9%, 4%, -4%, -4%, -5%
PI5P4Ka inh, entries 9–16, in order: 11, -1, 1, 2, -3, 4, -9, ?

Following part:
17: CCc1c(O)nc(SCC(=O)Nc2ccccc2OC)[nH]c1=O
18: Cc1ccc(OCC(=O)NCCCNC(=O)c2ccccn2)cc1C
19: Cc1ccc(O)c(C(=O)c2cnn(-c3ccc(S(=O)(=O)N4CCOCC4)cc3[N+](=O)[O-])c2)c1
20: OCCN1CCN(c2nnc(-c3ccccc3)c3ccccc23)CC1
21: CCc1cccc(C)c1NS(=O)(=O)c1cc(Br)cnc1N
22: Cc1cc(C)cc(NC(=O)C(OC(=O)c2cccs2)c2ccccc2)c1 (stereo not given)
23: CCN(C[C@H]1N[C@@](C)(C(=O)OC)[C@H]2C(=O)N(C)C(=O)[C@@H]12)C(=O)Nc1ccc(C)cc1
24: O=C(NC1CCCC1)C1c2ccccc2OCC(=O)N1CCCN1CCOCC1 (stereo not given)

entry no.	17	18	19	20	21	22	23	24
aSyn yeast inh	0%	1%	-1%	-5%	?	-1%	0%	7%
WRN helicase inh	-4%	5%	15%	8%	-14%	-4%	1%	0%
EPAC1 antag	-1%	-9%	13%	-2%	-10%	-29%	-3%	-6%
IL2 activator	-2.6	0.9	3.9	1.8	-0.2	-4.1	0.0	0.5
Abeta rescue	7%	8%	-1%	-2%	?	19%	5%	-7%
PI5P4Ka inh	/	-2	-3	-6	9	-8	-4	5
EPAC1 ag	-1%	2%	1%	-5%	7%	10%	14%	6%
FUS suppressor	0%	8%	-5%	-12%	-12%	33%	-4%	-18%
PLK1 PBD inh	-23%	3%	1%	-12%	-7%	-13%	-6%	-7%

25: COc1cc2c(cc1NC(=O)COC(=O)/C=C/c1ccc([N+](=O)[O-])cc1)oc1ccccc12
26: COc1ccc(Cl)cc1NC(=O)CN(C)C(=O)c1ccc2c(c1)OCCO2
27: CC(C1CCN(Cc2nc(C3CC3)no2)CC1)N1CCOCC1 (stereo not given)
28: Cc1ccccc1CCN(C(=O)c1csnn1)C(C(=O)NC1CCCC1)c1ccncc1 (stereo not given)
29: Cc1cc(C)nc(NC(=O)c2cccc(Cl)c2)n1
30: CCCCC#Cc1ccccc1CC(=O)Nc1ccccc1
31: Cc1cc(/C=C2\C(=N)N3N=C(C(C)C)SC3=NC2=O)c(C)n1-c1ccccc1
32: Cc1ccc(CN2CCN(CC(=O)NCCCN3CCN(c4ccc(F)cc4)CC3)C2=O)cc1

entry no.	25	26	27	28	29	30	31	32
aSyn yeast inh	0%	1%	1%	-8%	-10%	0%	-2%	0%
WRN helicase inh	-4%	3%	-5%	-4%	2%	-9%	12%	8%
EPAC1 antag	1%	12%	-27%	2%	-17%	0%	14%	0%
IL2 activator	-1.3	-5.0	-0.3	-0.5	-0.7	-1.0	0.5	-3.5
Abeta rescue	-7%	0%	-5%	-3%	-19%	23%	-7%	4%
PI5P4Ka inh	1	-1	7	5	1	8	-12	/
EPAC1 ag	1%	-4%	8%	1%	8%	-9%	-1%	0%
FUS suppressor	-14%	-1%	-9%	37%	/	10%	40%	11%
PLK1 PBD inh	-2%	0%	-5%	-23%	-17%	5%	-15%	-5%

33: COc1cccc(Nc2nnc(SCC(=O)N(CC(C)C)CC(C)C)s2)c1
34: COCCNC(=O)/C(C#N)=C\c1ccc(CNC(=O)C(=O)Nc2ccc(C)c(C)c2)o1
35: CC(Sc1ncnc2ccccc12)C(=O)Nc1ccc2c(c1)OCO2 (stereo not given)
36: COc1ccc(OC)c(C2=NOC(C(=O)NCc3ccco3)C2)c1 (stereo not given)
37: COc1cccc(N(CC(=O)Nc2cccc(N(C)S(C)(=O)=O)c2)S(C)(=O)=O)c1
38: CC(C(=O)NC(c1ccccc1)c1ccccc1)N1CCOCC1 (stereo not given)
39: CS(=O)(=O)N(CC(=O)NC1CCCC1)c1ccc(Oc2ccccc2)cc1
40: O=C(CCC1CCCN(Cc2ccc3c(c2)OCCO3)C1)NCc1ccc(F)c(F)c1 (stereo not given)
41: COC(=O)c1sc(N)c(C(=O)OC)c1COC(=O)CNS(=O)(=O)c1cccc(C#N)c1
42: CCCc1cc(-n2ccnc2C)n2c(nc3ccccc32)c1C#N

entry no.	33	34	35	36	37	38	39	40	41	42
aSyn yeast inh	1%	-6%	16%	10%	-2%	0%	3%	2%	-2%	-2%
WRN helicase inh	-27%	-15%	8%	-3%	7%	6%	6%	1%	-9%	1%
EPAC1 antag	-16%	-6%	6%	7%	-1%	10%	12%	-11%	?	-10%
IL2 activator	2.8	0.2	1.1	0.2	-2.2	-2.2	-3.0	-0.3	-2.4	-2.2
Abeta rescue	29%[9.22 µM]	-9%	-1%	5%	15%	7%	7%	-15%	18%	0%
PI5P4Ka inh	-5	1	-27	/	/	1	4	12	-18	-4
EPAC1 ag	9%	2%	3%	-4%	-2%	3%	-5%	5%	6%	5%
FUS suppressor	-8%	15%	16%	17%	18%	-23%	-11%	-15%	9%	-11%
PLK1 PBD inh	0%	-22%	-16%	-7%	-1%	4%	2%	?	-8%	-4%

Assay outcomes (PubChem BioAssay)
